Assay outcomes: PubChem, The Scripps Research Institute Molecular Screening Center
TEAD-YAP block: TEAD-YAP interaction inhibition; hit rate 1.4% among 640,000; HEK-TIYL cells, TEAD-Gal4/YAP UAS-luciferase luminescence; AID 1259422; inhibition, % at 9.12 µM; in the data active = inhibition above about 32%;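 note: 0% = median of test compound wells and 100% = reference inhibitor wells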
FBW7 activator: human FBW7 E3 ligase activation, primary screen | AID 1259310 | hit rate 0.13% among 650,000 | normalized activity (activation), % at 26.1 µM | AlphaScreen FBW7–phospho-cyclin E peptide binding, activator screen; in the data active = normalized activity above about 1.9%;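 note: purified mutant Fbw7 with reduced substrate affinity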
Target sequence (Q969H0 whole entry, looked up): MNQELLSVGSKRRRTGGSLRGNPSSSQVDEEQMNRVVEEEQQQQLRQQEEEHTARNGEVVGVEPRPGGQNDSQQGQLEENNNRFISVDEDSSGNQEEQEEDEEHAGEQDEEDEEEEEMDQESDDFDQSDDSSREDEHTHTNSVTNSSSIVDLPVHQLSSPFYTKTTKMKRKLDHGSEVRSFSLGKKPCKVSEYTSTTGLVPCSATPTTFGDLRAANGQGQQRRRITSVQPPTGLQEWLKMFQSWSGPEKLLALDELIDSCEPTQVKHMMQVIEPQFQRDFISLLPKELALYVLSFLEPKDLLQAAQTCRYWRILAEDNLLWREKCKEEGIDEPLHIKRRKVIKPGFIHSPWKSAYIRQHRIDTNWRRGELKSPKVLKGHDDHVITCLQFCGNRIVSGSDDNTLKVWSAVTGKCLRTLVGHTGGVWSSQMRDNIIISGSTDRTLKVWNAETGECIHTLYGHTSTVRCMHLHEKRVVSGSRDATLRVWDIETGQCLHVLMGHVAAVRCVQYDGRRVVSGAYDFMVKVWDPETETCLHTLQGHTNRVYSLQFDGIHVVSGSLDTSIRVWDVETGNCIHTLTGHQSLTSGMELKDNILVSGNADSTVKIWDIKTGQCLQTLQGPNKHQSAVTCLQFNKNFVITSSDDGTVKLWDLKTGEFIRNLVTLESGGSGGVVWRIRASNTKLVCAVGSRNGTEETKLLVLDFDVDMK
MITF primary: inhibitors of human MITF; AlphaScreen MITF homodimerization, bead proximity signal; inhibition, % at 2.6 µM; hit rate 0.91% among 650,000; AID 1259374; in the data active = inhibition above about 50%;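 note: 0% = vehicle wells with protein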
GPR151 activ: human GPR151 activation; PathHunter beta-arrestin GPR151 cells, luminescence; activation, % at 11.2 µM; hit rate 1% among 650,000; AID 1508602; in the data active = activation above about 4.9%;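 note: 0% = median of compound wells and 100% = cells with positive control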
Target sequence (Q8TDV0 whole entry, looked up): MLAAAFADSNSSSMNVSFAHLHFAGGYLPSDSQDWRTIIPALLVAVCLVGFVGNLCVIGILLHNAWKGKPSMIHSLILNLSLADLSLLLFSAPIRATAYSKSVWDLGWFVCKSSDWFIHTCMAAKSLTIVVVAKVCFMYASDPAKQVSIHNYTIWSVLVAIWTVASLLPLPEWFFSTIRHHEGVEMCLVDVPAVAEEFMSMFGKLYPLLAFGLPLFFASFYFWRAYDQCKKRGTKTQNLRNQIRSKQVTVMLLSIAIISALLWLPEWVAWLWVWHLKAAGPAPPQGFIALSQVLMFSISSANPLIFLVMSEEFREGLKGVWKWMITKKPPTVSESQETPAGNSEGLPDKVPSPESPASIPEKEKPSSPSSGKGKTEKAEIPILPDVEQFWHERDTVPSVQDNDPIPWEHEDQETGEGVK
Active calls of the source: *; & = joins results of further samples. Not a hit list. Share with any hit: about 3.5%.

Sample of the layout:
SMILES	TEAD-YAP block	FBW7 activator	MITF primary	GPR151 activ
CC(C)c1ccc(NC(=O)c2cccc(NC3=NC4CS(=O)(=O)CC4S3)c2)cc1 (stereo not given)	-5	0.2	10	-0.1
CN(CC1COCCO1)C(=O)c1cc(COc2ccc3ncccc3c2)on1 (stereo not given)	50*	0.2	1	2.7
CCOC(=O)N1CCN(S(=O)(=O)c2ccc(C(=O)Nc3cccc(Cl)c3)cc2)CC1	-4	0.0	10	0.8
Cc1cc(NS(=O)(=O)c2ccc3ccccc3c2)c(O)cc1-n1nc2ccccc2n1	-9	0.3	10	0.5

The list itself (from the top)
SMILES	TEAD-YAP block	FBW7 activator	MITF primary	GPR151 activ
CC(C)c1ccc(NC(=O)c2cccc(NC3=NC4CS(=O)(=O)CC4S3)c2)cc1 (stereo not given)	-5	0.2	10	-0.1
CN(CC1COCCO1)C(=O)c1cc(COc2ccc3ncccc3c2)on1 (stereo not given)	50*	0.2	1	2.7
CCOC(=O)N1CCN(S(=O)(=O)c2ccc(C(=O)Nc3cccc(Cl)c3)cc2)CC1	-4	0.0	10	0.8
Cc1cc(NS(=O)(=O)c2ccc3ccccc3c2)c(O)cc1-n1nc2ccccc2n1	-9	0.3	10	0.5
COc1ccc2c(c1)n([O-])c1c([n+]2=O)CCC1	9	-0.1	1	0.8
CC(NC(=O)CCl)c1ccc2c(c1)CCCC2 (stereo not given)	18	0.0	-5	1.9
CCOc1ccccc1NC(=O)CN(c1ccccc1C)S(=O)(=O)c1ccccc1	10	-0.1	0	1.1
O=c1oc2cc(Cl)c(O)c(Cl)c2s1	14	0.0	55*	-1.4
Cc1cccc(OCC(O)CNCCCn2ccnc2)c1 (stereo not given)	11	0.0	65*	-0.7
CCC(C(=O)OC(C)C)n1cnc2sc3c(c2c1=O)CCCC3 (stereo not given)	1	-0.1	0	-0.8
Cc1cnc(N2CCC(N3CCOCC3)CC2)nc1NCCc1ccc(O)cc1	-8	-0.2	17	-0.1
C=CCc1c(C)nc(-c2ccccc2)nc1Nc1ccc(O)cc1	-6	0.6	3	0.3
O=C(COc1ccc(Cl)cc1)NCCCc1ccccc1	-9	0.1	-1	-1.4
Cc1ccc(C(=O)N/N=C2\CCCC(=O)C2)c(C)c1	-7	0.6	4	0.0
Cc1ccc(NC(=O)CCN2CCc3ccccc3C2)cc1	11	0.7	15	-0.9
CCCNCc1cc(OCC)c(OCC#N)cc1Br	4	0.1	-24	-1.7
CCCS(=O)(=O)N1CCN(C(=O)c2cccc(OC)c2)CC1	1	0.0	2	-1.1
CCOc1ccc(C2Oc3ccccc3C3=C2C(c2cccs2)n2ncnc2N3)cc1OC (stereo not given)	-3	-0.1	-11	4.6
CC(C)C1=NN(C(=O)c2ccccc2)C(O)(C(C)(C)C)C1 (stereo not given)	-65	0.0	6	-1.8
C=CCN(C(=O)c1csnn1)C(C(=O)NC(C)(C)C)c1ccc(CC)cc1 (stereo not given)	-13	0.2	8	1.1
CC(O/N=C(\N)c1ccccc1)C(=O)Nc1cccc(C(F)(F)F)c1 (stereo not given)	0	0.0	-7	0.8
Cc1cc(NC(=O)c2cc3nc(-c4ccccc4)cc(C(F)(F)F)n3n2)no1	-1	0.1	34	-1.2
COc1ccc(/C=N/NC(=O)c2ccoc2C)cc1Br	-68	0.1	10	-6.3
CC(C)CNC(=O)c1ccc(NS(=O)(=O)c2ccc([N+](=O)[O-])cc2)cc1	12	-0.1	-2	-0.5
Oc1ccc(-c2cnc3ccc(NCc4ccc(F)cc4)nn23)cc1	40*	-0.1	-18	0.4
COc1ncc(-c2cnc3[nH]c(=O)n([C@H](C)c4ccccc4)c3n2)cn1	8	-0.2	-5	1.6
CC(=O)N1CCN(c2c(C)c(C)nc3cc(-c4cccc(F)c4)nn23)CC1	-6	0.1	-11	-1.1
O=C(Cc1cn(-c2ccc(N3CCc4ccccc4C3)nn2)c2ccccc12)NCc1ccccc1	-12	0.0	13	-1.5
CCCc1cc(=O)oc2cc(OCc3c(F)cccc3Cl)ccc12	2	0.1	-4	0.9
Cn1c(=O)c2cc(C(=O)NCCc3ccccc3)sc2n(C)c1=O	6	0.2	7	0.5
O=C(NCCc1ccccc1)c1ccc2c(c1)NC(=O)C(CSCc1cccc(F)c1)N2 (stereo not given)	-5	0.0	10	0.1
CC(=O)Nc1cccc(NC(=O)CSc2nc3cc4c(cc3cc2C)OCO4)c1	7	0.0	3	-0.4
O=C1c2cccc3cc([N+](=O)[O-])cc(c23)C(=O)N1c1ccc(Cl)cc1	-5	0.2	9	-0.7
Cc1ccn2cc(-c3cccc(NC(=O)c4cc5cc(Br)ccc5oc4=O)c3)nc2c1	-7	0.2	10	-0.3
O=C1NC(=O)c2c(NC(=O)c3sc4ccccc4c3Cl)cccc21	3	-0.1	-2	-0.6
O=C(Cn1c(=O)n(Cc2ccco2)c(=O)c2cccnc21)Nc1ccccc1F	8	0.1	5	-1.1
COC(=O)CC1C(=O)NCCN1C(=O)NS(=O)(=O)c1ccc(C)cc1 (stereo not given)	0	-0.1	8	-1.2
CC(Nc1cc(N2CCN(C(=O)c3ccc(Cl)cc3)CC2)ccc1[N+](=O)[O-])C12CC3CC(CC(C3)C1)C2 (stereo not given)	-3	0.2	18	0.7
CCOC(=O)C1=C(NC(=S)NC(=O)c2ccccc2)c2ccccc2CC1(CC)CC	52*	-0.1	2	1.4
NC1=NC(=O)/C(=C/c2cccn2-c2ccc([N+](=O)[O-])cc2)S1	-9	0.0	7	2.6
CCN(c1ccccc1)c1nnc(NC(=O)Nc2ccc(Cl)cc2)s1	-8	-0.1	7	-2.2
Cn1c(N)c(C(=O)NCc2ccccc2)sc1=S	-3	-0.2	2	-0.3
CC(=O)NS(=O)(=O)c1ccc(NC(=O)C(=O)/C=C(\O)c2ccc(C)cc2)cc1	-1	-0.3	12	-0.5
O=C1Nc2ccccc2/C1=C/c1ccccn1	8	-0.1	7	0.5
Cc1nc2cc(C(=O)NC3CCCC3)ccc2n1-c1ccc(C(C)C)cc1	4	0.7	19	-1.2
CSc1nnc(NC(=O)c2ccc(Cl)c(S(=O)(=O)N3CCCCC3)c2)s1	-6	-0.1	4	3.3
COc1ccc(OC)c(-n2c(C)cn3c4c(=O)n(C)c(=O)n(C)c4nc23)c1	-10	-0.1	-1	-0.7
COc1cc(NC(=O)CC(C)(C)C)c(C(=O)O)cc1OC	14	0.0	7	0.3

Part of the list above, with values under each structure.
Order of results: TEAD-YAP block, FBW7 activator, MITF primary, GPR151 activ
> COc1ccc(OC)c(-n2c(C)cn3c4c(=O)n(C)c(=O)n(C)c4nc23)c1
→ -10, -0.1, -1, -0.7
> COc1cc(NC(=O)CC(C)(C)C)c(C(=O)O)cc1OC
→ 14, 0.0, 7, 0.3

Next entries.
SMILES	TEAD-YAP block	FBW7 activator	MITF primary	GPR151 activ
COc1ccc2[nH]c(=O)c(CN(C)C(=O)c3ccccc3C)cc2c1	0	0.1	8	-0.6
COc1cccc(CNC(=O)NC23CC4CC(CC(C4)C2)C3)c1	-13	0.0	-3	-2.1
Nc1cccc(-c2cc(Nc3ccc(N4CCOCC4)cc3)nc(N)n2)c1	0	0.1	-7	1.2
O=C(Nc1ccnn1C1CCN(CCCn2cccn2)CC1)c1ccc2c(c1)OCO2	13	-0.1	1	0.4
CC1S/C(=N/N=C2CCCCC2)NC1=O (stereo not given)	-17	0.1	4	-0.6
CN(C)c1ccc(C2Nc3ccccc3C(=O)N2NS(C)(=O)=O)cc1 (stereo not given)	-10	-0.2	10	-0.7
C/C=C/COC(=O)C1=C(C)NC(=O)NC1c1ccc(C)cc1 (stereo not given)	3	-0.1	4	-1.1
COc1cccc(NC(=O)NC(C)Cc2cccs2)c1OC (stereo not given)	0	-0.1	15	-1.3
COc1ccc(CCc2nc(-c3ccc(NC(=O)Cn4cc([N+](=O)[O-])cn4)cc3)no2)cc1	0	-0.1	-6	0.0
Cc1ccc(CNc2ccc(C(=O)NCc3ccccc3)cc2)cc1	1	0.0	-2	0.1
CCOC(=O)c1ccccc1NC(=O)c1nn(C)c2c1COc1ccccc1-2	-7	0.0	-19	-0.5
O=S(=O)(c1ccccc1)N1CCN(Cc2cccs2)CC1	-4	-0.1	-7	-1.1
O=[N+]([O-])c1cccc(S(=O)(=O)N2CCOCC2)c1	11	0.0	2	0.3
Cc1ccccc1OCCN1C(=O)C(=O)c2ccccc21	6	-0.2	6	1.4
CCOc1cccc(OCCCNCCOC)c1	6	0.7	26	-1.1
Cc1ccc(C(=O)N2CCN(C(=O)c3ccc(C)c([N+](=O)[O-])c3)CC2)cc1[N+](=O)[O-]	-11	0.0	5	0.1
CC(=O)Nc1nc2ccc(-c3nc4ccccc4[nH]3)cc2s1	-92	0.0	-7	0.8
Cc1nc2cc3c(cc2n1CC(=O)NC(c1ccccc1)c1ccccc1)OCCO3	-10	0.0	1	0.7
O=C(NCCN1CCOCC1)c1cnc2scc(-c3ccc(Cl)s3)n2c1=O	-7	-0.1	3	1.2
COCCNC(=O)c1cc(OC)c(OC)cc1OC	5	0.1	-3	-0.2
C=CCNC(=O)C1c2ccccc2Sc2ccccc21	0	-0.1	-4	2.5
Cn1ccnc1SCCNC(=O)CCc1nnc(CCc2ccccc2)o1	-7	0.0	-2	-0.2
O=C(CSc1nc2ccccc2c(=O)n1-c1ccc(C(=O)N2CCOCC2)cc1)c1ccccc1	11	0.3	21	-1.4
COc1ccc(CCNC(=O)[C@@H](NC(N)=O)C(C)C)cc1	5	0.0	4	-0.3

Full records from above:
Cc1nc2cc3c(cc2n1CC(=O)NC(c1ccccc1)c1ccccc1)OCCO3 in the list: TEAD-YAP block: -10; FBW7 activator: 0.0; MITF primary: 1; GPR151 activ: 0.7
Cc1ccccc1OCCN1C(=O)C(=O)c2ccccc21 in the list: TEAD-YAP block: 6; FBW7 activator: -0.2; MITF primary: 6; GPR151 activ: 1.4
CCOc1cccc(OCCCNCCOC)c1 in the list: TEAD-YAP block: 6; FBW7 activator: 0.7; MITF primary: 26; GPR151 activ: -1.1

(listing goes on)
SMILES	TEAD-YAP block	FBW7 activator	MITF primary	GPR151 activ
O=C(NCCSCc1ccccc1)c1ccc2c(=O)n(-c3ccc(F)c(Cl)c3)c(=S)[nH]c2c1	-4	-0.2	-6	-0.9
CC(C)[C@H](O)C(=O)N[C@H]1CC[C@@H](C(=O)Nc2ccc3[nH]ncc3c2)C1	8	-0.1	0	1.2
COc1nnc(-c2ccc(C)c(S(=O)(=O)NCC3CCCO3)c2)c2ccccc12 (stereo not given)	2	-0.1	0	0.4
COc1ccc(-n2nc3cc(C)c(NC(=O)c4ccc(Cl)cc4)cc3n2)cc1	-21	-0.1	6	-0.9
Cc1cc(/C=C2\C(=O)NC(=S)N(c3cccc(F)c3)C2=O)c(C)n1-c1cccnc1	-3	0.3	29	-0.5
Cc1ccc(S(=O)(=O)Nc2ccc3c(c2)OCC(C)(C)C(=O)N3C)cc1C	23	0.1	9	-0.4
Cc1cc(C)c(N2C(=O)c3ccc(C(=O)Nc4nccs4)cc3C2=O)c(C)c1	-2	0.1	-2	1.6
COCCn1c(=NC(=O)c2cccc([N+](=O)[O-])c2)sc2cccc(F)c21	-24	0.2	1	-0.1
COc1ccc(NC2c3ccccc3C(=O)N2CCN2CCOCC2)cc1Cl (stereo not given)	-3	-0.3	-7	-0.4
Cn1c(=O)c2c(ncn2CC(=O)Nc2ccc(Br)cc2)n(C)c1=O	-6	-0.3	-1	0.1
COc1ccc(C(=O)CC(=O)O)c2c1C=CC(C)(C)O2	-6&-2	-0.1&0.9	-10&11	1.8&-1.2
CC(=O)c1ccc(NC(=O)C2CCCC2)cc1	-10	0.1	9	-0.8
COc1ccc(OCCC(=O)OCC(=O)NC2CCCCCC2)cc1	7	0.1	9	1.2
CCOc1ccc2nc(C(=O)N3CCCCC3)sc2c1	-63	-0.1	4	11*
CCc1ccc(/C=C2\SC(=S)N(CC(=O)N3CCOCC3)C2=O)cc1	-12	0.0	5	-0.7
CCOC(=O)C1(Cc2ccccc2)CCN(Cc2ccccn2)CC1	5	-0.1	2	3.6
CC(C)CC(=O)NCCc1cccc(Cl)c1	-25	0.0	9	-1.2
COc1ccc(-n2ncc3c(Nc4cc(Cl)ccc4OC)ncnc32)cc1	41*	0.0	33	0.9
C=CCNC(=O)CCCc1nc(-c2ccc(OCC)c(OC)c2)no1	-2	-0.1	6	-0.6
CCOCCCNC(=O)CCNC(=O)c1cc(OC)c(OC)c(OC)c1	-8	-0.1	8	0.8
CC(C)c1ccc(NC(=O)C2C3C=CC4(O3)C2C(=O)N(C(C)CCc2ccccc2)C4C(=O)NC2CCCCC2)cc1 (stereo not given)	6	0.0	17	0.4
CC1CCCC(C)N1Cc1cn2ccc(Cl)cc2n1 (stereo not given)	0	0.1	5	1.0
O=C(O)c1cc(S(=O)(=O)Nc2ccc(Cl)cc2F)ccc1Cl	-1	0.0	15	2.5
O=C(N/N=C/c1ccc([N+](=O)[O-])cc1)c1n[nH]c2c1CCC2	54*	0.0	-17	-1.2
C=CCn1c(SCC(=O)NCc2ccc3c(c2)OCO3)nc2sc3c(c2c1=O)CCCC3	7	-0.2	-2	-0.1
Cc1cc(CNC2CCN(c3ccc(NC(=O)CCc4ccccc4)cc3)CC2)on1	2	-0.3	1	1.4
COc1ccc(C/C(N)=N/OC(=O)Cc2ccccc2)cc1OC	-1	-0.1	5	3.1
Cc1nc2c(c(=O)[nH]1)CN(CC(=O)Nc1ccccc1-c1ccccc1)CC2	6	0.0	4	1.8
Cc1cc(=O)oc2c3c4c(cc12)OCCN4CCC3	9	0.0	-3	-0.1
O=C1CN(S(=O)(=O)c2ccc(Br)cc2)c2ccccc2N1	-2	-0.1	-7	0.4
